Screens: PubChem BioAssay, The Scripps Research Institute Molecular Screening Center
TLR4 MyD88 blk: blocks binding of human TLR4 to MyD88. O00206. Cell-based TLR4-MyD88 binding inhibition assay. inhibition, % at 10 µM. 16,000 tested, 0.06% active. AID 811; in the data active = inhibition above about 45%
PME-1 Maybridge: inhibitors of human PME-1 in Maybridge library | Q9Y570 | recombinant PME-1, FP-Rh probe fluorescence polarization | inhibition, % at 9 µM | 16,000 tested, 0.5% active | AID 2291; in the data active = inhibition above about 30%
luminol inh ctr: counter-screen for Nox1 inhibitors: inhibitors of luminol chemiluminescence | inhibition, % at 6.7 µM | HRP/luminol/H2O2 chemiluminescence counterscreen | AID 1823 | 16,000 tested, 0.4% active; note: reference of the scale not given here
KOR antag MB: antagonists of human kappa opioid receptor OPRK1, Maybridge library; P41145; OPRK1 cells, antagonist mode, fluorescence readout; inhibition, % at 9 µM; 16,000 tested, 0.4% active; AID 652031; in the data active = inhibition above about 50%
Target sequence (P41145 whole entry, looked up): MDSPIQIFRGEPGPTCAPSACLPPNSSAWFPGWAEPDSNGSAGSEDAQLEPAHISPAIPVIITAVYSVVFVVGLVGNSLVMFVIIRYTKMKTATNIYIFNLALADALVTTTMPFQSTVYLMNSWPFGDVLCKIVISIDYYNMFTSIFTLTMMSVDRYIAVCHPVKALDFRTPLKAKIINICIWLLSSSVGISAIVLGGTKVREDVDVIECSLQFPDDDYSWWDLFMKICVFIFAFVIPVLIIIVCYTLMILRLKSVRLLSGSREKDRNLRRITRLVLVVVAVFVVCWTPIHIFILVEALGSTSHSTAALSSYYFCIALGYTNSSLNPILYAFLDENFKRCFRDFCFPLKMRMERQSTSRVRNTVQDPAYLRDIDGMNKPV
S1P1 ag: activates the human S1P1 receptor | S1P1 agonist cell-based reporter assay | activation, % at 4.5 µM | P21453 | 16,000 tested, 1.5% active | AID 1044; in the data active = activation above about 80%
Nox1 inh: human Nox1 inhibition | Q9Y5S8 | HT29 cells, luminol chemiluminescence ROS | inhibition, % at 6.7 µM | 16,000 tested, 0.81% active
rat GALR2 ag: activates the rat galanin receptor 2. O08726. cell-based GALR2 agonist screen. activation, % at 10 µM. 16,000 tested, 0.5% active; in the data active = activation above about 15%
Target sequence (O08726 whole entry, looked up): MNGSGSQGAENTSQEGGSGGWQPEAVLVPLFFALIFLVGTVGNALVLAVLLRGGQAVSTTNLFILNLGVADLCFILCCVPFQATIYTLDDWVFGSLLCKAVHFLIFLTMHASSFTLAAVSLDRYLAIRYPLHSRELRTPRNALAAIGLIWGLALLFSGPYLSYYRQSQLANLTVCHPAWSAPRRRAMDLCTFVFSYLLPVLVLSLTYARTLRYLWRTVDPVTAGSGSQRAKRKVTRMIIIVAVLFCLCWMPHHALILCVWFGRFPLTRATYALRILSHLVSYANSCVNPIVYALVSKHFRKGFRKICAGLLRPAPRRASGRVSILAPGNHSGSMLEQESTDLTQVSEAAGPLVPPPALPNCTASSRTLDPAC
NOTCH agonist: activates NOTCH signaling in reporter cells; AID 434982; NOTCH signaling luciferase reporter cells, luminescence; 15,000 tested, 0.4% active; activation, % at 2.5 µM; in the data active = activation above about 2.2%
* marks the source's active call; other numbers are inactive results; · = not tested or not shown. Cut-off read from the data, not from the text of the source, unless noted: active = inhibition above about 75%; inactive = the rest. This is a subset; rates above refer to the full screens.

SMILES	TLR4 MyD88 blk	PME-1 Maybridge	luminol inh ctr	KOR antag MB	S1P1 ag	Nox1 inh	rat GALR2 ag	NOTCH agonist
Cc1cc(=O)c2nncn2[nH]1	-1	-1	2	-6	0	-50	-7	0.0
O=S(=O)(Cc1nc(COc2c(Cl)cccc2Cl)no1)c1ccc(Cl)cc1	20	2	-1	-34	1	-40	-7	·
N#Cc1ccc(NC(=O)Nc2ccccc2F)cc1	-8	-7	-1	0	8	-6	-7	-0.4
O=C(NC1Cc2ccccc2C1)c1ccc2c(c1)OCCCO2	-2	-2	-2	-1	16	-35	-5	0.9
N#Cc1cnn(-c2ccc(F)cc2)c1NC(=O)C1CCCCC1	-2	-2	0	3	-4	-34	-6	0.0
Oc1c(Cl)cc(Cl)cc1C=Nc1ccc2nc[nH]c2c1	10	4	-29	18	-1	-6	5	0.3
CCOC(=O)C(OC(=O)Nc1ccccc1)C(OC(=O)Nc1ccccc1)C(=O)OCC (centres undefined)	0	3	-18	-1	-10	12	-12	-1.0
O=[N+]([O-])c1c(Sc2cccs2)ncnc1Sc1cccs1	-2	-10	-6	-14	41	2	-14	-0.5
N#Cc1c(-c2cccs2)nc(Nc2ccccc2)[nH]c1=O	6	-21	0	8	8	-49	-6	-0.7
COc1ccc(OC)c(NC(=O)Nc2cccc(C(F)(F)F)c2)c1	-4	-7	-4	6	5	14	-5	-0.3
CC(=O)c1ccc(NS(C)(=O)=O)cc1	-12	-3	3	8	8	-22	-8	-0.4
CN(C)S(=O)(=O)Oc1ccc(C#N)cc1	·	1	-2	1	-2	-24	-6	1.0

5 of the entries above in order of the PME-1 Maybridge value, largest number first:
smiles	PME-1 Maybridge
Oc1c(Cl)cc(Cl)cc1C=Nc1ccc2nc[nH]c2c1	4
CCOC(=O)C(OC(=O)Nc1ccccc1)C(OC(=O)Nc1ccccc1)C(=O)OCC (centres undefined)	3
N#Cc1cnn(-c2ccc(F)cc2)c1NC(=O)C1CCCCC1	-2
CC(=O)c1ccc(NS(C)(=O)=O)cc1	-3
O=[N+]([O-])c1c(Sc2cccs2)ncnc1Sc1cccs1	-10

Carrying on.
SMILES	TLR4 MyD88 blk	PME-1 Maybridge	luminol inh ctr	KOR antag MB	S1P1 ag	Nox1 inh	rat GALR2 ag	NOTCH agonist
O=C(NNC(=O)c1snnc1-c1ccccc1)c1ccco1	5	1	1	-7	-13	-44	-2	0.2
CCNS(=O)(=O)c1ccc(-c2oc3cc(S(=O)(=O)NCC)ccc3c2Cl)cc1	-3	-11	-4	8	22	2	-5	-1.1
CCOC(=O)c1sc(-c2csc(C)n2)nc1C	10	-4	1	6	16	-60	-6	-1.1
COc1cccc(N2CC(=O)Nc3c(sc4nc(C)cc(C)c34)C2=O)c1	0	5	-4	-7	-2	-7	-6	0.6
Cc1oc(C(C)(C)C)cc1C(=O)Nc1ccc2c(c1)OCO2	0	-1	5	-18	31	-42	-5	-0.2
CNC(=S)NNC(=O)c1cc(C)on1	0	-1	11	4	1	26	-5	-0.1
CCOC(=O)/C(=N/Nc1ccccc1)C(C)=N	-3	2	-5	-80	-17	-20	-7	-0.5
COc1nc(NNC(=O)NS(=O)(=O)c2ccccc2Cl)nc(OC)n1	4	2	18	-6	8	78*	2	-0.3
COc1c(Cl)cc(Cl)c(OC)c1C(=O)NNC(=S)NC(C)(C)C	10	-4	3	-1	12	-32	-3	-0.8
N#Cc1ccc(SCCOC(=O)Nc2ccc(OC(F)(F)F)cc2)c([N+](=O)[O-])c1	8	3	0	-1	-16	-113	-1	0.1
N#CCOc1ccc([N+](=O)[O-])cc1	16	1	-5	-1	-4	25	-1	-0.7
O=C(Nc1cc(C(F)(F)F)ccc1Cl)C(=S)N1CCOCC1	-7	-4	-9	-7	11	-29	-6	-0.5
O=C(Sc1n[nH]c(C(F)(F)F)n1)c1ccc(C#Cc2ccccc2)o1	9	6	3	5	2	0	-6	-0.3
O=[N+]([O-])c1cc(/C=N/N2CCOCC2)cs1	-6	-1	0	-10	0	-13	-8	-0.1
O=C(CN1CCN(c2ccccc2)CC1)N1CCN(c2ccccc2)CC1	3	-1	3	-7	4	-48	-2	0.0
O=c1c2c([nH]n1-c1ccccc1)CCSC2	1	2	1	-8	1	-30	-6	-0.6
CC(C)(C)OC(=O)NCCNC(=S)NCc1ccccc1	2	2	-1	-19	-2	-13	-7	0.3
O=S(=O)(Oc1cc(Cl)cc(Cl)c1)c1ccc(-c2ccccn2)s1	-17	-4	-2	9	-3	7	-8	-0.6
O=C1NN=C2CC34CCC12CC3=NNC4=O	7	0	3	-8	-2	-25	-7	-0.2
Cc1cc(NS(=O)(=O)c2cc(Cl)sc2Cl)no1	6	4	0	4	5	-115	-3	-0.5
O=[N+]([O-])CC(Nc1ccccc1)c1ccccc1 (centres undefined)	3	5	-7	10	-3	-15	-5	-0.4
COc1ccc(N=C2SCC(c3ccc([N+](=O)[O-])cc3)=NN2CCO)cc1	-2	6	2	-13	34	-9	-8	0.1
O=C(NCCc1ccccc1)c1cc2cccc([N+](=O)[O-])c2[nH]1	-6	4	-4	-5	5	37	-1	-0.8
COc1cc(CCC(C)=O)ccc1OC(=O)c1cccs1	6	7	-3	11	-2	50	-3	-0.8
O=[N+]([O-])c1ccc2c(c1)ncn2-c1ccccc1	4	4	-2	13	-3	-18	-6	-0.9
COc1ccc(C(C)=O)cc1CSc1nsc(SCc2cc(C(C)=O)ccc2OC)n1	4	0	-3	-10	-5	-39	-8	0.3
O=C(c1csc(-c2ccc(Cl)cc2)c1)N1CCCCC1	-7	-2	2	10	-9	-35	-6	-0.5
COC(=O)c1sccc1NC(=O)CC1C(=O)NCCN1C(=O)Nc1cc(Cl)ccc1OC (centres undefined)	-13	1	-7	-8	-15	30	-6	·
COc1cccc2c1OC1(N3CCOCC3)CCCCC1C2C[N+](=O)[O-] (centres undefined)	-3	4	-3	8	11	29	-3	0.0
CCOC(=O)c1cc(-c2ccccc2)n(CCNC(=O)OC(C)(C)C)c1C	-5	5	-4	7	-6	-17	-8	-0.6
CCOC(=O)COc1cccc(NC(=O)c2ccccc2Cl)c1	-17	-4	3	-15	-5	-14	-7	-0.2
COC(=O)c1cccc2cc[nH]c12	9	-2	-1	3	6	-44	-1	-0.2
CC(=O)Nc1ccc(/C=N/NC(=O)c2ccccc2[N+](=O)[O-])cc1	-5	-1	4	-12	-19	-38	-6	-0.3
N#CNC(=Nc1cccc(Cl)c1)Oc1ccccc1	-4	1	-25	-6	11	-2	-6	-5.2
CC(=O)/C=C(\C)NCCN/C(C)=C/C(C)=O	2	-3	14	-6	10	1	-4	0.3
COc1ccc(CC/C(C)=C2/C(=O)Nc3ccccc32)cc1	-11	6	-20	14	-10	18	-7	-1.1

Entries of single compounds, looked up by structure.
CC(=O)Nc1ccc(/C=N/NC(=O)c2ccccc2[N+](=O)[O-])cc1 is listed with TLR4 MyD88 blk = -5; PME-1 Maybridge = -1; luminol inh ctr = 4; KOR antag MB = -12; S1P1 ag = -19; Nox1 inh = -38; rat GALR2 ag = -6; NOTCH agonist = -0.3
COc1cccc2c1OC1(N3CCOCC3)CCCCC1C2C[N+](=O)[O-] (centres undefined) is listed with TLR4 MyD88 blk = -3; PME-1 Maybridge = 4; luminol inh ctr = -3; KOR antag MB = 8; S1P1 ag = 11; Nox1 inh = 29; rat GALR2 ag = -3; NOTCH agonist = 0.0

Going on with the list:
SMILES	TLR4 MyD88 blk	PME-1 Maybridge	luminol inh ctr	KOR antag MB	S1P1 ag	Nox1 inh	rat GALR2 ag	NOTCH agonist
Cc1c(C(=O)O)cc(C(C)(C)C)n1CCCNC(=O)OC(C)(C)C	0	1	5	0	-4	-4	-4	-0.7
Cn1cccc1C(=O)/C(C#N)=C/c1ccc(C#N)cc1	-13	4	1	0	-9	29	-4	-0.3
CC(C)(C)OC(=O)NCCNC(=O)c1ccc(OC(F)(F)F)cc1	0	8	-6	7	-33	12	0	1.1
C(=C\c1nn[nH]n1)/c1ccccc1	-12	3	-9	-6	-11	18	-5	0.1
N/C(CS(=O)(=O)c1ccc(Cl)cc1)=N\O	0	-2	4	-2	-4	-28	-8	-0.7
CCOC(=O)Cn1c(-c2c(Cl)cccc2Cl)noc1=O	19	2	3	-2	6	-9	-5	-0.4
O=C(O)CNC(=O)CSc1ccccn1	4	-1	2	-26	9	-19	-6	-0.3
Cc1ccc(/C=c2\sc3nnc(-c4ccco4)n3c2=O)o1	8	0	1	4	-1	-47	-7	-0.4
CCCCCc1ccc(S(=O)(=O)Nc2ccc(C)c(NS(C)(=O)=O)c2)cc1	4	6	2	12	34	19	-5	-0.3
O=C(Nc1csc2ccccc12)NC1CC1	4	-2	4	-9	11	-18	-3	-0.1
COc1cc2c(cc1OC)C(c1ccccc1)CC2=O (centres undefined)	4	7	1	1	1	-54	-5	-0.8
NNC(=O)CSCc1nc(-c2ccccc2)cs1	17	5	4	-4	0	-64	-8	-0.2
CSc1cc(-c2cccs2)[nH]c(=O)c1C#N	18	3	-5	5	-2	11	-6	-0.2
O=C(NCCCn1ccnc1)c1ccccc1NS(=O)(=O)c1ccc(Cl)cc1	0	3	-2	0	-14	-25	-5	-0.3

By substructure: the compounds so far with a COOH group (two)
SMILES	TLR4 MyD88 blk	PME-1 Maybridge	luminol inh ctr	KOR antag MB	S1P1 ag	Nox1 inh	rat GALR2 ag	NOTCH agonist
Cc1c(C(=O)O)cc(C(C)(C)C)n1CCCNC(=O)OC(C)(C)C	0	1	5	0	-4	-4	-4	-0.7
O=C(O)CNC(=O)CSc1ccccn1	4	-1	2	-26	9	-19	-6	-0.3
